IMPase inh: cell-permeable inhibitors of inositol monophosphatase (IMPase); P97697; CHO-M1 cells, IP1 accumulation, HTRF TR-FRET ratio; inhibition (IP1 accumulation), % at 46.1 µM; 120,000 tested, under 10 active; active = well fitted curve in the direction sought with a large enough effect in the signal ratio, not every such curve was filed as active; inconclusive = small, poorly fitted or top-dose-only effect, or a change in a side signal; inactive = no such curve, though single readings can be large or run the other way; the % refers to the signal ratio;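 also: cells stimulated with carbachol in lithium chloride buffer; plate controls were DMSO basal wells for no effect and reference inhibitor wells for full effect; higher means more IMPase inhibition seen as more IP1 and lower FRET ratio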
Target sequence (P97697 whole entry, looked up): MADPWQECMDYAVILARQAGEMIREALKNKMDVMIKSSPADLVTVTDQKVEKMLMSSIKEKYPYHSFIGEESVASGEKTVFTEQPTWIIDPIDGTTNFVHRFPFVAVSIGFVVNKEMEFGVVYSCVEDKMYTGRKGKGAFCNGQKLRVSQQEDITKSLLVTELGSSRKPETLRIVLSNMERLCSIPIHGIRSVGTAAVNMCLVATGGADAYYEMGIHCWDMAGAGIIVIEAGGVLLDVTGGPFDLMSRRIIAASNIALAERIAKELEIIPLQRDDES
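CHO-M1, 2000 cells/well, cultured 16–30 h; cpd up to 46 uM; carbachol (50 uM solution, stimulation buffer w/ 50 mM LiCl, pH 7.4), 30 min 37C; IP-One TR-FRET, 10 min RT; Ex 320/Em 665, 620; Hill-fit AC50.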
The depositor's hits bear a star; ? = inconclusive.

Sample of the layout, 2 compounds:
IMPase inh	mol
7	COc1ccccc1N1CCN(CC(O)COc2cc(C)cc(C)c2)CC1 (configuration not stated)
6	O=C(CC1N=C2c3ccccc3N=C(SCC(=O)Nc3ccccc3F)N2C1=O)NCc1ccc2c(c1)OCO2 (configuration not stated)

The whole of this part, from the start:
IMPase inh	mol
7	COc1ccccc1N1CCN(CC(O)COc2cc(C)cc(C)c2)CC1 (configuration not stated)
6	O=C(CC1N=C2c3ccccc3N=C(SCC(=O)Nc3ccccc3F)N2C1=O)NCc1ccc2c(c1)OCO2 (configuration not stated)
9	CC(O)CNc1nc2c(c(=O)n(Cc3ccc(Cl)cc3)c(=O)n2C)n1C (configuration not stated)
3	COc1ccc(O)c(C2=Nc3ccccc3N=C(c3ccccc3)C2)c1
5	CCOC(=O)c1c(C)oc2ccc(N(C(=O)c3ccncc3)S(=O)(=O)c3ccc(F)cc3)cc12
9	COc1ccc(C(Nc2ccccn2)c2ccc3ccc(C)nc3c2O)cc1C (configuration not stated)
-1	Cc1ccc(C(=O)COC(=O)CCC(=O)Nc2ccc(Oc3ccccc3)cc2)cc1
9	CCc1ccccc1NC(=O)C1CCN(S(=O)(=O)c2ccccc2)CC1
8	Cn1nc(-c2ccc(N3CCCCC3)c(NC(=O)c3ccc(Cl)cc3)c2)c2ccccc2c1=O
-7	Cc1ccc2c(c1)N(C(=O)c1ccc(F)cc1)C(C)(C)CC2(C)c1ccccc1 (configuration not stated)
0	CCOc1ccccc1NC(=O)c1c(NC(=O)COc2ccccc2)sc2c1CCCC2
11	COc1ccc(C2(N3CCN(c4cccc(C)c4C)CC3)C(=O)c3ccccc3C2=O)cc1
5	O=C(CSc1nc(-c2ccccc2)nc2c1CCCC2)c1ccc(F)cc1
-3	CCOc1ccc(-c2nc3c(c(CC)nn3-c3ccccc3)c3cc(OC)c(OC)cc23)cc1
-9	COc1ccc(CC(=O)Nc2sc3c(c2C(=O)Nc2cccc(C)c2)CCCCC3)cc1
7	COc1cc(C2NC(=O)c3c(sc4c3CCN(C)C4)N2)cc(OC)c1OC (configuration not stated)
9	Cc1ccc(NC(=O)CN(c2ccccc2)S(=O)(=O)N(C)C)cc1Cl
8	CCOc1ccc2nc(Cl)c(C3CC(c4ccc(C)cc4)=NN3C(=O)CCCC(=O)O)cc2c1 (configuration not stated)
7	CCOc1ccc(NC(=O)c2sc3nc4c(cc3c2N)CCCCCC4)cc1
2	CCCC(=O)N(c1ccc2oc3c(c2c1)CCCC3)S(=O)(=O)c1cc(C)ccc1C
-5	Cc1ccc2oc(-c3ccc(NC(=O)CCC(=O)O)cc3)nc2c1
-5	Cc1ccc2c(c1)c(=O)c1ccccc1n2CCCC(=O)Nc1c(F)cccc1F
6	Cc1cc(C)cc(Nc2nc3ccccc3nc2-n2nc(C)cc2C)c1
5	COc1ccc(NC(=O)CC2Nc3cccc4cccc(c34)NC2=O)cc1 (configuration not stated)
-4	CC(=O)c1ccc(NC(=O)c2cc(S(=O)(=O)N3CCOCC3)ccc2C)cc1
?	O=c1c2c3c(sc2nnn1Cc1ccc(Br)cc1)CCCC3
-4	Cc1ccc(NC(=O)NCC2CCN(Cc3cccc(Cl)c3)CC2)cc1Cl
6	Cc1ccc2cc3cc(C(=O)N4CCN(c5cccc(C(F)(F)F)c5)CC4)sc3nc2c1
0	COC(=O)c1nnn(CC(=O)Nc2cc(F)ccc2F)c1C(=O)OC
-18	COc1ccc(-c2cc(C(F)(F)F)c(C#N)c(SCC(=O)Nc3ccccc3F)n2)cc1
6	Cc1ccc(-c2ccc(CCC(=O)O)n2-c2ccc(C(C)C)cc2)cc1
-7	Cn1c(=NC(=O)c2ccc(S(=O)(=O)N3CCCc4ccccc43)cc2)sc2cc(F)ccc21

Some of the entries so far, comma-delimited.
canonical_smiles,IMPase inh
O=c1c2c3c(sc2nnn1Cc1ccc(Br)cc1)CCCC3,?
Cc1ccc(NC(=O)NCC2CCN(Cc3cccc(Cl)c3)CC2)cc1Cl,-4

More compounds.
IMPase inh	mol
-1	O=C(O)c1ccc(NS(=O)(=O)c2ccc(Cl)c(C(=O)Nc3ccccc3)c2)cc1
1	Cc1ccc(NC(=O)CSc2nc(-c3ccco3)cc(C(F)(F)F)n2)c(C)c1
-1	CCOc1ccc(C(=O)Nc2ccc3oc(-c4ccc5ccccc5c4)nc3c2)cc1
-3	Cc1ccc(CSC2=Nc3ccccc3C3=NC(CCC(=O)N4CCN(c5ccccc5)CC4)C(=O)N23)cc1 (configuration not stated)
12	Clc1ccc(N2CCN(Cc3nnc(-c4ccc5c(c4)OCO5)o3)CC2)cc1
1	CCOC(=O)C1=C(C)N=C2SCCC(=O)N2C1c1ccc(OCc2ccccc2)c(OC)c1 (configuration not stated)
1	CCC(=O)NCc1cc(-c2nn(C)c(=O)c3ccccc23)ccc1OC
-5	Cc1cccc(-c2nc(N3CCN(c4ccc(F)cc4)CC3)c3ccccc3n2)c1
-1	COc1ccc(CCNc2nc3c(c(=O)n(C)c(=O)n3C)n2Cc2ccccc2Cl)cc1OC
21	COc1ccc(-n2cc(-c3ccc4c(c3)OCO4)n(CC(=O)Nc3cccc(C)c3)c2=O)cc1
12	COc1ccc(OCC(=O)N2CCN(C(=O)c3ccc(OC)cc3)CC2)cc1
-1	Cc1ccc(C(=O)Nc2ccc3[nH]c(=O)c(=O)[nH]c3c2)cc1
0	CNC(=O)COc1ccc(NC(=O)c2ccc(-c3nn(C)c(=O)c4ccccc34)cc2)cc1
-3	Cc1ccc(NC(=O)CC2Nc3cc(C)c(C)cc3NC2=O)c(C)c1 (configuration not stated)
-2	COc1ccc(-c2nc3ccccc3s2)cc1NC(=O)c1ccccc1OC
6	COc1cc(NS(=O)(=O)c2ccc(NC(=O)COc3ccc(Cl)cc3Cl)cc2)nc(OC)n1
-27	Cc1cc(C)c(OCCOCCn2c(-c3ccc(Cl)cc3)nc3ccccc3c2=O)c(C)c1
7	CCSc1nc2c(c(=O)[nH]c(=O)n2C)n1CC(O)COc1ccc(Cl)cc1 (configuration not stated)
8	Cc1ccc(NC(=O)Cn2c(=O)n(CCCS(=O)(=O)C3CCCCC3)c(=O)c3ccccc32)cc1F
3	Cc1ccc2nc(Nc3ccc(C)c(F)c3)c3nncn3c2c1
3	CC1=C(C(=O)OCc2ccccc2)C(c2cccc(Cl)c2Cl)CC(=O)N1 (configuration not stated)
-1	COc1cccc(NC(=O)CSc2nc(O)c(C/C=C/c3ccccc3)c(=O)[nH]2)c1
-4	C#CCOc1c(Br)cc(C2C(C(=O)OC)=C(C)NC3=C2C(=O)c2ccccc23)cc1OCC (configuration not stated)
5	O=C(COc1ccc2oc3c(c2c1)CCCC3)Nc1cccc(Br)c1

Quoted at random: three entries already listed.
IMPase inh	mol
-1	COc1ccc(CCNc2nc3c(c(=O)n(C)c(=O)n3C)n2Cc2ccccc2Cl)cc1OC
9	CCc1ccccc1NC(=O)C1CCN(S(=O)(=O)c2ccccc2)CC1
7	COc1ccccc1N1CCN(CC(O)COc2cc(C)cc(C)c2)CC1 (configuration not stated)

Remaining list, next part:
IMPase inh	mol
-3	COC(=O)c1c(NC(=O)COc2ccc(OC)cc2)sc2c1CCC(C)C2 (configuration not stated)
6	Cc1ccccc1-c1nc2c3c(-c4ccccc4)c(-c4ccccc4)oc3ncn2n1
6	COc1ccccc1N1CCN(CC(O)COc2ccc(Cl)c(C)c2)CC1 (configuration not stated)
0	COc1ccc(OCC(=O)N2CCN(C(=O)c3cccc(OC)c3OC)CC2)cc1
-8	COc1ccc(-c2ccc3c(N)c(C(=O)NCc4ccc(Cl)cc4)sc3n2)cc1
-2	O=C(COC(=O)c1cc(-c2cccs2)nc2ccccc12)c1ccc(Br)cc1
-2	COC(=O)c1cc(NS(=O)(=O)c2ccc3c(c2)OCCO3)ccc1Cl
-15	N#Cc1c(C(F)(F)F)cc(-c2cccs2)nc1SCC(=O)Nc1ccccc1F

7 successive records from above, quoted:
IMPase inh	mol
6	Cc1ccccc1-c1nc2c3c(-c4ccccc4)c(-c4ccccc4)oc3ncn2n1
6	COc1ccccc1N1CCN(CC(O)COc2ccc(Cl)c(C)c2)CC1 (configuration not stated)
0	COc1ccc(OCC(=O)N2CCN(C(=O)c3cccc(OC)c3OC)CC2)cc1
-8	COc1ccc(-c2ccc3c(N)c(C(=O)NCc4ccc(Cl)cc4)sc3n2)cc1
-2	O=C(COC(=O)c1cc(-c2cccs2)nc2ccccc12)c1ccc(Br)cc1
-2	COC(=O)c1cc(NS(=O)(=O)c2ccc3c(c2)OCCO3)ccc1Cl
-15	N#Cc1c(C(F)(F)F)cc(-c2cccs2)nc1SCC(=O)Nc1ccccc1F

Carrying on:
IMPase inh	mol
2	Cc1ccc(NC(=O)/C(C#N)=C/c2ccc(C)o2)cc1
-1	COc1ccc(-c2oc3ncn4nc(-c5ccccc5OC)nc4c3c2-c2ccc(OC)cc2)cc1
12	CC(=O)c1ccc(NC(=O)CC2Nc3cccc4cccc(c34)NC2=O)cc1 (configuration not stated)
7	Cc1ccn2c(Nc3ccc(F)cc3)c(-c3ccccn3)nc2c1
2	COc1cccc(NC(=O)/C(C#N)=C/c2c(C)n(Cc3ccccc3)c3ccccc23)c1
-5	CCOC(=O)c1sc(N2C(=O)c3oc4ccc(F)cc4c(=O)c3C2c2cccc(OC)c2)nc1C (configuration not stated)
-10	O=C(Nc1ccc2oc(-c3ccc4ccccc4c3)nc2c1)c1cccc(Cl)c1Cl
1	COc1ccc(-c2cc(C(=O)Oc3ccc(Br)cc3)c3ccccc3n2)cc1
?	COc1ccccc1-c1c(C(F)(F)F)oc2c(CN3CCCCC3C)c(O)ccc2c1=O (configuration not stated)
4	Cc1ccc(-c2nn3c(-c4ccccc4C)nnc3c3ccccc23)cc1
8	Cc1ccc(C(C)C)c(OCCSc2nc3ccccc3n2CC(O)CO)c1 (configuration not stated)
-2	COc1ccc(C2CC(=O)Nc3cc4c(cc32)OCO4)c(OC)c1 (configuration not stated)
-14	N#Cc1ccccc1NC(=O)CSc1nc(-c2ccccc2)cc(C(F)(F)F)c1C#N
-6	O=S(=O)(Nc1ccc(C(F)(F)F)cc1)c1ccc2c(c1)OCCO2
-13	Nc1c(C(=O)Nc2ccc(F)cc2)sc2nc(-c3cccs3)cc(C(F)(F)F)c12
1	CCOC(=O)COc1ccccc1C1C(C(=O)OC)=C(C)NC2=C1C(=O)c1ccccc12 (configuration not stated)
-7	Cc1ccc(Nc2c(-c3ccc(C)s3)nc3ncccn23)cc1
-5	CCc1cccc(C)c1NC(=O)Cn1cnc2c1c(=O)n(C)c(=O)n2C
?	CCc1ccc(N=C2NC(=O)CC(C(=O)Nc3ccc(OC)cc3)S2)cc1 (configuration not stated)
?	Cc1ccc(-c2nnc(Nc3ccc(S(N)(=O)=O)cc3)c3ccccc23)cc1S(=O)(=O)N1CCCCC1
8	Oc1cccc(C(Nc2ccccn2)c2ccc3cccnc3c2O)c1Cl (configuration not stated)
?	Cc1ccc(NC(=O)Cn2nc(-c3ccc(Cl)cc3)c3ccccc3c2=O)cc1
-1	Cc1ccc(CNc2nc3ccc(C)cc3n3nnnc23)cc1
3	COc1ccc(N2CCN(Cc3nc(-c4ccc(C)cc4)no3)CC2)cc1
8	CCOc1ccc(CCNC(c2cccc(Cl)c2)c2nnc(-c3ccccc3)o2)cc1OCC (configuration not stated)
0	Cc1ccc(NC(=O)c2ccc(N(Cc3ccccc3)S(C)(=O)=O)cc2)cc1
9	Cc1cccc(C)c1NC(=O)Cn1cc(C(=O)C2CC2)c2ccccc21
-5	Cc1ccc(C(=O)Nc2ccc3c(c2)n(C)c(=O)c(=O)n3C)cc1
-1	Cc1cccc(NC(=O)CSC2=Nc3ccccc3C3=NC(CCC(=O)NCc4ccco4)C(=O)N23)c1 (configuration not stated)
7	Cc1ccc(CSCCNC(=O)CN(c2cccc(C)c2C)S(=O)(=O)c2ccccc2)cc1
0	N#C/C(=C/c1cn(Cc2ccccc2Cl)c2ccccc12)C(=O)Nc1cccc(Cl)c1
0	Cc1ccc(NC(=O)Cn2cc(S(=O)(=O)N3CCC(C)CC3)c3ccccc3c2=O)c(Br)c1
-2	CCOc1ccc(Br)cc1C1C(C(=O)Nc2ccccc2OC)=C(C)Nc2nnnn21 (configuration not stated)
2	CC(C)c1ccc(C(=O)Nc2ccc(-c3nc4ccccc4s3)c(Cl)c2)cc1
10	CCCCN(CCCC)S(=O)(=O)c1ccc(NC(=O)c2c(-c3ccccc3)noc2C)cc1
-6	CCc1cccc(CC)c1NC(=O)Cn1nnc2sc3c(c2c1=O)CCCC3
?	CCc1ccc(-c2nc3ccc(Br)cc3c(C(=O)O)c2C)s1
-1	CCOC(=O)c1cnc2c(ccc3ccccc32)c1Nc1cccc(Cl)c1
2	COc1ccc(C2=C(N3CCN(c4cc(Cl)ccc4C)CC3)c3ccccc3C2=O)cc1
-2	Cc1cccc(Nc2nc(Nc3cccc(C)c3)nc(N3CCOCC3)n2)c1
1	COc1ccc(Nc2nc3cc(Cl)c(Cl)cc3n3cnnc23)cc1Cl
-3	Cc1ccccc1Nc1c(-c2ccc(Cl)cc2)nc2c(C)cccn12
-8	Cc1cccc(OCc2nc(C#N)c(NCc3ccccc3Cl)o2)c1
-11	O=C(CC1(O)C(=O)N(CCc2ccccc2)c2ccc(Br)cc21)c1ccccc1 (configuration not stated)
-5	CC(C)(C)c1ccc(C(=O)Nc2cc(-c3nc4ccccc4o3)ccc2Cl)cc1
-10	CCOc1ccc(NS(=O)(=O)c2ccc3nc(-c4ccccc4)[nH]c3c2)cc1
-5	C=CCc1cccc2cc(C(=O)Nc3cccc(Cl)c3)c(=O)oc12
-2	Cc1ccc(CNC(=O)CN2CCN(Cc3ccc(F)cc3)C2=O)cc1
-16	Cc1cc(NC(=O)CN2CCC(O)CC2)nc2c1c(=O)oc1ccccc12
10	CCOC(=O)c1sc(NC(=O)C2c3ccccc3Oc3ccccc32)c(C(=O)OCC)c1C
-9	COc1ccc(-c2cc(C(F)(F)F)n3nc(C(=O)Nc4sc5c(c4C(=O)OC(C)C)CCC(C)C5)cc3n2)cc1 (configuration not stated)

Only part of the results is shown; rates above refer to the full screens.
